FXIa inh: factor XIa (human) inhibition; P03951; purified FXIa, Boc-Glu-Ala-Arg-AMC fluorogenic substrate; inhibition, % at 5 µM; 220,000 tested, 0.14% active; AID 798;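 active = inhibition of at least 40%; inactive = inhibition below 40%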;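 note: fluorescence of freed AMC excited at 355 nm; 0% = enzyme without compound and 100% = no enzyme blank; many of its hits are not listed in these tables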
Cl transport mod: modulators of human KCC2 chloride dependent transport; KCC2 cells, thallium flux FluoZin-2 fluorescence; Q9H2X9; B-score of Tl+ flux slope (higher = more flux/activation; lower = inhibition) at 10 µM; AID 1456; 190,000 tested, 2.2% active;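 active = thallium flux slope and its plate-corrected score both differing from the plate sample mean at a set confidence after two filtering rounds, in either direction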;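 note: slope of fluorescence scaled to starting intensity during 10 to 20 s after thallium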
Rad51 HR inh: Rad51 (human) homologous recombination inhibition. Q06609. hRad51 DNA strand exchange, fluorescence dequenching. inhibition, % at 10 µM. 200,000 tested, 0.085% active. AID 1385;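 active = inhibition above 40% at the single screening dose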;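 note: 0% = DMSO control wells and 100% = blanks with heterologous ssDNA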
Target sequence (Q06609 whole entry, looked up): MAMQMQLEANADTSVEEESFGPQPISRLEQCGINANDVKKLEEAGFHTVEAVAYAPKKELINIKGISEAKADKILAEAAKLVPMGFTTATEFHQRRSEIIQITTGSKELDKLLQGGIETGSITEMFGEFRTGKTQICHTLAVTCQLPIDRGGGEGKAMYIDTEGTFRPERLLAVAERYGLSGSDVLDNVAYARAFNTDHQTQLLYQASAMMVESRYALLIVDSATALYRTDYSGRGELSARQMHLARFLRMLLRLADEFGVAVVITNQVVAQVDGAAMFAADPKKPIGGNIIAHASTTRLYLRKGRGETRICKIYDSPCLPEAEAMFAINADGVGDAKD
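System: hRad51 filaments on single-stranded DNA; reagent: Fluorescein- and BHQ1-tagged 47-mer duplex; compound dosing: one concentration, 10 µM final; timing: filaments 15 min 37 °C, then compound 30 min; measured by: fluorescein emission 520 nm, excitation 485 nm; benchmarks: per-plate controls and blanks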
KLK5 inh: kallikrein 5 (human) inhibition | Q9Y337 | recombinant hK5, fluorogenic AMC substrate cleavage | inhibition, % at 5 µM | 210,000 tested, 0.59% active | AID 873;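 active = inhibition of 40% or more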;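 note: 0% = enzyme controls without compound and 100% = no-enzyme blanks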
Target sequence (Q9Y337 67-293 limits assumed): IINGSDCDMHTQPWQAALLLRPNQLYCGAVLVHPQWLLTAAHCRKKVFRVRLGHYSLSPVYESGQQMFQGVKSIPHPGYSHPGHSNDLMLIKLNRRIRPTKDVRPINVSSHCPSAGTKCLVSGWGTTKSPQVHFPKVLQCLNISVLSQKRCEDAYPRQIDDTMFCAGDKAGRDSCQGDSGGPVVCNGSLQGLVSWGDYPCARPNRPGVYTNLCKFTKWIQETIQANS
FXIIa inh 1536: blocks human coagulation factor XIIa protease activity. P00748. purified FXIIa, Boc-QGR-AMC fluorogenic substrate, 2 h. inhibition, % at 5 µM. 220,000 tested, 0.3% active. AID 800; in the data active = inhibition above about 40%;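 note: 0% = enzyme with no compound and 100% = blank without enzyme; many of its hits are not listed in these tables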
PERK inh: human PERK inhibition, primary cell-based screen; Q9NZJ5; CHO PERK-DD fusion, SEAP luminescence translation reporter; inhibition, % at 5.6 µM; 220,000 tested, 0.17% active; AID 1416;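 active = inhibition above the mean inhibition of all tested compounds plus 3 SD, set separately per screening campaign, cut at about 2.9% in these data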;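 note: PERK kinase domain activated by AP20187 dimerizer at 100 nM; 0% = DMSO with dimerizer and 100% = rapamycin at 8.4 µM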
Furin inhibitor: blocks human furin protease activity; inhibition, % at 30 µM; 220,000 tested, 0.061% active; purified furin, fluorogenic substrate cleavage; P09958; AID 463115; in the data active = inhibition above about 25%; note: inactives centre near -15
Thrombin inh: inhibitors of human thrombin | P00734 | alpha-thrombin, Boc-VPR-AMC fluorogenic substrate cleavage | 220,000 tested, 0.26% active | inhibition, % at 5 µM;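 active = inhibition at or above 40%; inactive = inhibition below 40%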;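 note: 0% = enzyme with no compound and 100% = wells without enzyme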
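Test system: human alpha-thrombin protein / Dosing: one concentration per compound, 5 µM, with 0.2% DMSO / Medium: pH 7.5 Tris-saline with Tween 20 / Benchmarks: no-compound enzyme wells and no-enzyme blanks / Read-out basis: percent inhibition of thrombin substrate cleavage / Timing: reaction at room temperature / Measured by: fluorescence, ex 355 nm, em 460 nm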
m-calpain inh: calpain II (pig) inhibition. purified calpain II, fluorogenic peptide substrate, 30 min. inhibition, % at 16 µM. 220,000 tested, 0.37% active. AID 1236;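 active = inhibition above about 50%, limit read from the data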
An asterisk follows results filed as active; i = inactive; x = not tested or not shown; [ ] = dose if it differs, or a comment.

Sample of the layout, two compounds:
Below each SMILES: FXIa inh, Cl transport mod, Rad51 HR inh, KLK5 inh, FXIIa inh 1536, PERK inh, Furin inhibitor, Thrombin inh, m-calpain inh
c1ccc(-c2nc(NCCCn3ccnc3)c3ccccc3n2)cc1
  -3, 0.34, 3, -5, 2, -0.8, -11, 20, 10
Cc1coc(NC(=O)CSc2nc(-c3ccc(Cl)cc3)cc(C(F)(F)F)c2C#N)n1
  4, 0.88, -16, -8, 12, 0.9, -15[20 µM], -1, -122

The listing, from the start:
Below each SMILES: FXIa inh, Cl transport mod, Rad51 HR inh, KLK5 inh, FXIIa inh 1536, PERK inh, Furin inhibitor, Thrombin inh, m-calpain inh
c1ccc(-c2nc(NCCCn3ccnc3)c3ccccc3n2)cc1
  -3, 0.34, 3, -5, 2, -0.8, -11, 20, 10
Cc1coc(NC(=O)CSc2nc(-c3ccc(Cl)cc3)cc(C(F)(F)F)c2C#N)n1
  4, 0.88, -16, -8, 12, 0.9, -15[20 µM], -1, -122
Cc1ccc(S(=O)(=O)Oc2ccc(/C=C(/NC(=O)c3ccccc3)C(=O)NC(C)C(=O)O)cc2)cc1 (centres undefined)
  2, x, x, 8, 7, 0.4, -20, -2, -7
CCNC(=O)C1CC(=O)N(c2ccc(Br)cc2)C1 (centres undefined)
  4, x, -4, -7, 9, -0.1, -20, 4, -12
O=C(O)c1ccc2c(c1)-c1nc3ccccc3n1C2=O
  9, 0.038, 1, -24, 11, 1.7, -21[20 µM], 7, i
COCCN1CCC(CNCc2c(C(=O)N3CCCCC3)nc3c(C)cccn23)C1 (centres undefined)
  1, -0.081, x, 0, 8, 0.1, -15, -18, -25
CC(C)(C)C1CCC(=NNC(=O)CN(c2ccccc2)S(=O)(=O)c2ccccc2[N+](=O)[O-])CC1 (centres undefined)
  9, 1.2, x, -8, 17, -1.1, -30, 0, -1
COc1ccc(-c2cc(=Nc3c(C)n(C)n(-c4ccccc4)c3=O)c3ccccc3o2)cc1
  29, -1.2, -7, 30, 27, -0.1, -2, 27, -145
N#CCC(=O)N/N=C/c1cc([N+](=O)[O-])ccc1N1CCCC1
  2, -0.6, -17, 2, 7, 1.4, -8, 6, -27
CC(=O)C(Sc1ccc2nnc(-c3ccc(F)cc3)n2n1)C(C)=O
  -3, x, 0, -4, 8, 0.6, -33, -3, -16
O=C1c2ccccc2C(=O)N1Cc1nc2ccccc2o1
  5, x, -8, -10, 18, 0.5, -13, 7, -20
COc1ccc(C2/C=C\CN(C(=O)C3CC3)[C@H](Cc3ccccc3)C(=O)N2Cc2ccc(F)cc2)cc1 (some centres undefined)
  1, 0.07, -9, 4, 9, x, -24, -1, -9
Cc1ccc(Cn2c(CN3CCOCC3)nc3c2c(=O)[nH]c(=O)n3C)cc1
  3, x, x, -11, 15, -0.1, -24, -1, -28
COc1ccccc1NS(=O)(=O)c1ccc(C)c(NC(=O)c2ccc(S(=O)(=O)N3CCCCCC3)cc2)c1
  -2, -0.76, -3, -10, 3, -1.0, -8, -6, -47
CCCCC1=CC2=CC(=O)C(C)(OC(=O)c3cnc4ccccc4n3)C(=O)C2=CO1 (centres undefined)
  3, 0.0061, -15, 0, 6, x, -9, -1, -38
CC1CCCC(NC(=O)CSc2nnc(N)s2)C1C (centres undefined)
  5, x, 3, 1, 15, -0.3, -4, -1, -30
CCCOc1ccc(-c2nnc(-c3ccco3)o2)cc1
  3, -0.52, -7, -5, -6, 0.8, -27, -7, -96
Cc1cc(C(=O)CN2C(=O)NC3(CCCc4ccccc43)C2=O)c(C)n1Cc1cccs1 (centres undefined)
  -9, x, 7, 26, -8, -0.3, -26, -3, 10
O=C(/C=C/c1ccccc1Cl)Nn1cnc2ccccc2c1=O
  3, -0.97, 6, -1, 8, 0.7, -13, 2, 10
COc1ccc(C(=O)NC(=S)Nc2ccc(NC(=O)c3ccco3)cc2)cc1[N+](=O)[O-]
  7, 0.93, 16, -9, 7, 1.4, -23, -3, -31

Quoted from the listing:
Under Rad51 HR inh, CCCCC1=CC2=CC(=O)C(C)(OC(=O)c3cnc4ccccc4n3)C(=O)C2=CO1 (centres undefined) shows -15
Under Thrombin inh, COc1ccc(C2/C=C\CN(C(=O)C3CC3)[C@H](Cc3ccccc3)C(=O)N2Cc2ccc(F)cc2)cc1 (some centres undefined) shows -1
Under PERK inh, CC(=O)C(Sc1ccc2nnc(-c3ccc(F)cc3)n2n1)C(C)=O shows 0.6
Under Cl transport mod, COCCN1CCC(CNCc2c(C(=O)N3CCCCC3)nc3c(C)cccn23)C1 (centres undefined) shows -0.081

(list continues)
Below each SMILES: FXIa inh, Cl transport mod, Rad51 HR inh, KLK5 inh, FXIIa inh 1536, PERK inh, Furin inhibitor, Thrombin inh, m-calpain inh
CCOC(=O)c1cccc(NC(=O)Nc2ccc3c(c2)C(=O)OC3)c1
  5, 0.16, 13, 6, 6, 0.5, -17, 2, 1
CCSc1nnc(NC(=O)CSc2nnc(CNC(=O)c3ccccc3F)o2)s1
  9, 0.086, 6, -7, 6, 1.3, -11, -6, 4
COC(=O)C1CCN(C(=O)c2sc3nc(-c4ccccc4)cn3c2C)CC1
  -9, 0.28, -7, -20, 12, -1.9, -14[20 µM], -21, -12
CC(C)Oc1ccc(C(=O)CCN2CCCCC2)cc1
  -3, -0.076, -2, 8, 4, -0.7, -18[20 µM], -8, 6
O=C(C1CCCO1)N1CCC(c2nc3ccccc3[nH]2)CC1 (centres undefined)
  4, x, -5, 0, -4, 0.2, -14, -1, 12
CCCCCC1CC1C(=O)N/N=C/c1ccc(N(C)C)cc1 (centres undefined)
  1, -0.092, -6, -13, 10, 0.1, -15[20 µM], 1, -116
CC1=N/C(=C\c2ccc([N+](=O)[O-])cc2)C(=O)N1c1ccc(Cl)cc1
  11, x, 5, 25, 13, -1.0, 12[20 µM], 4, -13
O=c1c(Cc2ccc(F)cc2)c(O)ccn1C1CCCCC1
  -12, 1.7, -2, -31, 11, 0.5, -14[20 µM], -4, -36
Cc1cccc(NC(=O)COn2nnc3ccc(S(C)(=O)=O)cc32)c1
  1, -0.087, 7, 3, 10, 0.5, -22, -13, -12
COc1ccc(S(=O)(=O)N(C)CC(=O)NC2CCCC2)cc1Cl
  8, x, 18, -18, 12, -0.7, -19[20 µM], -1, -58
CC(=O)NC(NC(=S)Nc1ccccc1Br)C(Cl)(Cl)Cl (centres undefined)
  -2, 0.088, 24, -3, 3, 0.1, -24, -16, -24
CCC(=O)N1CCc2cc(S(=O)(=O)CCC(=O)N3CCc4ccccc4C3)ccc21
  -19, -0.61, -2, -6, -2, -0.5, -16, -7, 6
O=C(COc1ccc(S(=O)(=O)N2CCCCC2)cc1)NCc1cccnc1
  8, -0.15, -16, 6, 16, 0.7, -30[20 µM], -1, -1
CCOc1ccc2[nH]c(=O)c(CN(CCO)C(=O)c3ccc(Br)cc3)cc2c1
  27, 0.77, -4, 9, 25, -0.8, -26, 8, -80
O=C(NC1CCCCCC1)c1cccs1
  2, -0.0016, 1, 2, 10, 0.0, -26, -4, -24
Cc1cc(/C=C(\C#N)C(=O)O)c(C)n1CC(C)C
  7, 1.3, 5, -8, 14, 1.5, 0, -13, -18
COc1ccc(NC(=S)N2CCCC(c3nc4ccc(C)cc4[nH]3)C2)cc1 (centres undefined)
  8, -0.96, 5, 6, 6, -1.0, -30, 3, -24
C[C@@H]1C(=O)O[C@@H]2[C@H](O)C34[C@H]5C[C@@H](C(C)(C)C)C36[C@H](OC(=O)[C@@H]6O)OC4(C(=O)O5)[C@@]12O (some centres undefined)
  -2, 0.52, -7, -5, 11, 0.5, -19, 2, -11
COc1ccc(CN2CCNC(=O)C2CC(=O)NCc2ccc(C)s2)c(OC)c1 (centres undefined)
  1, -0.14, 5, 4, 14, 0.3, -13, -8, -26
O=C(NCc1ccccc1)c1cc(=O)nc2sc(-c3ccccc3)nn12
  -5, x, 2, -1, 8, 0.6, -21, 0, -12

Continuation.
Below each SMILES: FXIa inh, Cl transport mod, Rad51 HR inh, KLK5 inh, FXIIa inh 1536, PERK inh, Furin inhibitor, Thrombin inh, m-calpain inh
CC(C1CC1)N(C(=O)c1ccccc1[N+](=O)[O-])c1ccccc1 (centres undefined)
  0, -0.38, -7, 3, 10, -0.8, -27, -1, 3
CC(C)(C)c1cc(C(=O)NNC(=O)c2ccc(Cl)cc2)no1
  -13, 94*, 1, 14, 5, 0.1, -4, 1, -2
CCOC(=O)N1CCN(C(=O)c2cc(S(=O)(=O)N3CCCC3)cn2C)CC1
  1, 0.92, -2, 33, 9, 0.5, -26, 13, 6
c1cncc(-c2nc(NCCCn3ccnc3)c3ccccc3n2)c1
  3, -0.49, 0, 1, 3, 0.3, -24, -1, 1
CCOC(=O)CNc1nc(OCC#N)nc(N2CCOCC2)n1
  7, x, 2, 7, 16, -1.5, -7, 1, -5
CCOC(=O)C1=C(N)Oc2c(c(=O)[nH]c3ccccc23)C1c1ccccc1 (centres undefined)
  -1, x, -17, -16, 12, -1.2, -9[20 µM], 0, 24
C=CCNC(=O)C(C(=O)OCC)C1CCCCC1 (centres undefined)
  -1, x, 0, -17, 1, -0.3, -6[20 µM], -5, -6
O=C(N=C1c2ccccc2CN1c1cccc(Cl)c1)c1cccnc1
  9, -1, x, -21, 11, 1.0, -19, -1, -9
O=C(NN1C(=O)C2C(C1=O)C1C=CC2C12CC2)c1cccc(Cl)c1 (centres undefined)
  -3, 0.98, 3, -2, 2, 0.5, -22, -10, -1
O=C(Nc1nccs1)C1CCN(S(=O)(=O)c2cnc[nH]2)CC1
  -6, 0.011, -7, 10, 0, -0.1, -11, -7, 20
CCN(CC)CC(=O)Nc1ccc(/C(C)=N/NC2=NCCN2)cc1
  -3, -0.19, 9, -11, 2, 0.5, -20, -13, -17
Cc1ccccc1NC(=O)C1CCN(C2=NS(=O)(=O)c3ccccc32)CC1
  -2, 1.1, 9, -15, 5, 1.0, -19, 2, -10
CC(C)CNC(=O)CCc1c[nH]c2ccccc12
  17, -0.52, -5, 10, 22, 0.3, -10[20 µM], 14, 0
COc1ccc2[nH]c(=O)c(CN(Cc3ccc(C)cc3)Cc3nnnn3CC3CCCO3)cc2c1 (centres undefined)
  -3, -0.25, -2, -5, 15, -0.9, -21, 1, -119
O=c1c2ccccc2nnn1CSc1ccc2ccccc2n1
  8, 0.18, 10, -16, 18, 0.4, 2, 3, 16
CCc1nc(SCC(=O)N2CCN(C(=O)c3ccco3)CC2)c2c3c(sc2n1)CCCC3
  9, -2.3, -1, -8, 15, -0.7, -4, 0, -7
COc1ccc(C(C)(C)C)cc1NC(=O)COC(=O)c1ncc(Cl)c(Cl)c1Cl
  6, -0.24, 7, -2, 15, 1.3, -11, 0, 12

A portion of the library (hit frequency here may not be typical).
